# HT1080NT lethal – kills 2HG-producing HT-1080-NT fibrosarcoma cells. 1.6% of 360,000 active. HT-1080-NT fibrosarcoma viability, CellTiter-Glo ATP luminescence, 48 h. Potency, µM (top dose mostly 46.1 µM), for inactives: top-dose activity, negative = less viability, actives largely listed as cytotoxic;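 further: NT is the 2HG producing partner of a matched IDH1 knockdown line; potency means the concentration at half of the fitted maximal effect; 0% = DMSO-treated cells and -100% = media-only wells without cells; nearly all actives have a fitted effect of over 55% in size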
#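 Fibrosarcoma NT cells, 750 per well in 5% FBS RPMI, were exposed to compound for 48 hours. Viability: CellTiter-Glo luminescence.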
# KB-3-1 tox – KB-3-1 parental cell cytotoxicity. Potency, µM (doses to about 46.1 µM), for inactives: top-dose activity change, negative = cytotoxic, usual class: cytotoxic. 1.4% of 400,000 active. KB-3-1 viability, CellTiter-Glo ATP luminescence, 72 h; further: potency means the concentration at half of the fitted maximal effect; on the % scale 0 is the no-effect control and ±100 the full control effect; nearly all actives have a fitted effect of over 60% in size
#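 Cytotoxicity in the drug-sensitive parental line KB-3-1 was scored as loss of CellTiter-Glo luminescence following 72 h incubation with compound. Values come from curve fitting of normalized concentration-response data.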
# SW480 rereplic – induces DNA re-replication in SW480 colon adenocarcinoma cells. SW480 DNA re-replication, Hoechst DNA content imaging, 48 h. Potency, µM (titrated, usually from 46.1 µM), inactives show at the top dose re-replication activation, actives largely listed as activators. 1.8% of 340,000 active; further: potency means the concentration at half of the fitted maximal effect; % of control where 0% means no effect; nearly all actives have a fitted effect of over 55% in size
#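 Cells (250 per well) received 23 nL compound or DMSO by pin tool and were kept 48 hr at 37 C, 5% CO2. Nuclei were then stained with Hoechst for 40 min and scanned for DNA content.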
# HT1080 IDH1KD tx – HT-1080 IDH1 knockdown cell toxicity (counter line) | HT-1080 IDH1 knockdown viability, ATP luminescence, 48 h | Potency, µM (doses to about 46.1 µM), for inactives: top-dose activity, negative = toxicity, actives largely listed as cytotoxic | 2% of 360,000 active;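 further: potency means the concentration at half of the fitted maximal effect; 0% = DMSO wells and -100% = cell-free medium wells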
#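 CellTiter-Glo luminescence after 48 h compound exposure at 37 degrees C of IDH1-knockdown HT-1080 cells in 5% FBS RPMI. %Activity scaled between DMSO wells and cell-free media wells, with curves fitted and assigned curve classes.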
# ATXN2 expr inh – ATXN2 expression inhibition. HEK-293 ATXN2-luciferase reporter, luminescence, 24 h. 0.72% of 360,000 active. Potency, µM (doses to about 57 µM), without a hit: top-dose activity change, negative = inhibition, actives largely listed as inhibitors; further: potency means the concentration at half of the fitted maximal effect; on the % scale 0 is the no-effect control and ±100 the full control effect; nearly all actives have a fitted effect of over 55% in size
#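 qHTS (up to 57 uM final) was run with 24 h compound exposure of reporter cells at 37 °C. Each well was multiplexed: SteadyGlo luminescence measured ATXN2-luciferase expression after a fluorogenic Gly-Phe-AFC viability readout (25 uM final).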
# IL-1B inflam inh – inhibitors of inflammasome signaling (IL-1 beta secretion). THP-1 LPS/ATP IL-1B secretion, AlphaLISA, 16 h; hits give low values. AID 743279. 4.7% of 360,000 active. activity change, % at 57.5 µM; in the data active means activity change below about -50%; inconclusive means mostly about -30% to -49%; further: on the % scale 0 is the no-effect control and ±100 the full control effect
#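 THP-1 cells pretreated 1 hr with compounds (up to 57.5 uM final), then stimulated with LPS (250 ng/mL final) plus ATP (1.25 mM final); secreted IL-1B measured by AlphaLISA after 16 hr, decreased signal indicating inhibition.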
# ATXN viability – viability counter-screen for ATXN expression inhibitors | S2 cells (HEK-293 line with an ATXN2-luciferase reporter) viability, CellTiter-Fluor protease fluorescence, 24 h | Potency, µM (doses to about 56.7 µM), usual class: cytotoxic | 0.49% of 400,000 active | AID 651635; further: potency means the concentration at half of the fitted maximal effect; nearly all actives have a fitted effect of over 40% in size
# MCF10A rereplic – DNA re-replication induction in MCF 10a cells; MCF 10A DNA re-replication, Hoechst nuclear intensity, 48 h; 2.9% of 350,000 active; Potency, µM (highest dose often 46.1 µM), for the others: at the highest dose activity, positive = re-replication, actives largely listed as activators; AID 624296; further: potency means the concentration at half of the fitted maximal effect; % of control where 0% means no effect; nearly all actives have a fitted effect of over 50% in size
# HepG2 viability – HepG2 cytotoxicity, counter-screen for TGF-b inhibitors. HepG2 CAGA-GFP viability, ATP luminescence, 18 h. Potency, µM (titrated, usually from 46.1 µM), inactives show top-dose activity change, negative = cytotoxicity, actives largely listed as cytotoxic. 0.76% of 410,000 active. AID 588856; further: potency means the concentration at half of the fitted maximal effect; some results filed as inactive show a strong effect at the top dose
#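 CellTiter-Glo luminescence gave cytotoxicity after 18 hours at 37 degrees C. The cells were HepG2 CAGA-GFP in 1% FBS DMEM, stimulated with 500 pg/mL TGF-beta after compound addition. %Activity was normalised to no-cell wells (complete cell-killing) and DMSO (no toxicity), and curves were fitted and classified.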
# The depositor's hits bear a star; i = inactive; ? = inconclusive; · = no result given; & = joins results of further samples; [ ] = dose if it differs, or a comment. Unless noted, the call rests on the fitted dose curve; in most records, active means well fitted curve in the direction sought with a large enough effect; inconclusive means small, poorly fitted or top-dose-only effect, or another doubt; inactive means no such curve, though single readings can be large; an effect the other way counts as inactive or inconclusive.
SMILES,HT1080NT lethal,KB-3-1 tox,SW480 rereplic,HT1080 IDH1KD tx,ATXN2 expr inh,IL-1B inflam inh,ATXN viability,MCF10A rereplic,HepG2 viability
COc1ccc(C2C(C(=O)Nc3ccc4c(c3)OCCO4)c3ccccc3C(=O)N2C)cc1 (stereo unspecified),-5%,2%,-2%,-1%,-3%,13,i,9%,-24%
CC(Oc1ccccc1)C(=O)Nc1nc2ccc(S(N)(=O)=O)cc2s1 (stereo unspecified),·,6%,·,·,6%,·,i,·,-10%
CS(=O)(=O)N(CC(=O)Nc1ccc(Br)cc1)c1ccccc1Br,·,3%,·,·,-36%,·,i,·,-36%
O=C(NCC1CCCCC1)c1cc(S(=O)(=O)N2CCOCC2)ccc1F,7%,1%,-4%,8%,0%,14,i,-7%,5%
O=C(c1cc(Sc2cccc(Cl)c2)nc2ccccc12)N1CCN(c2ccccn2)CC1,3%,-1%,·,-12%,0%,-13,i,?,-2%
CCc1nnc(NS(=O)(=O)c2ccc(NC(=S)NC(=O)c3ccc(Br)cc3)cc2)s1,-10%,-4%,-1%,-6%,-7%,-4,i,?,-24%
COC1=CC(=O)OC(c2ccc(C(F)(F)F)cc2)C1 (stereo unspecified),6%,-4%,·,3%,·,?,·,·,·
COCCCNC(=O)CCc1c(C)nc2c(c(C)nn2-c2ccccc2)c1C,-3%,17%,-6%,-1%,-6%,20,i,2%,-2%
Cc1cc(C)c2c(n1)sc1c(=O)n(-c3ccccc3)c(=O)[nH]c12,0%,1%,-7%,-9%,-4%,-17,i,-1%,-3%
COc1ccc(C2SCC(=O)N2C)cc1 (stereo unspecified),7%,14%,-16%,8%,2%,5,i,-5%,13%
Cc1cc(=O)[nH]c(SCCOc2ccc3c(c2)CCC3)n1,-6%,-2%,1.8µM*,8%[9.24 µM],20%,31,i,?,8%
N#CCC(=O)N/N=C\c1cccc(OC/C=C/c2ccccc2)c1,-13%,17%,5%,-1%,-36%,15,i,2%,0%
Cc1ccc(C(=O)CC2(O)C(=O)N(CCc3ccccc3)c3ccc(Br)cc32)cc1 (stereo unspecified),·,-5%,·,·,?,·,i,·,-109%
Cc1ccc(NC(=O)CN2C(=O)S/C(=C\C(=O)Nc3ccc(Cl)cc3)C2=O)cc1,15%,4%,2%,14%,0%,2,i,-2%,-1%
Cc1cccc(OCC(=O)Nc2ccc3c4c(cccc24)CC3)c1C,1%,-10%,?,4%,1%,33,i,?,-14%
CC1CC(C)CN(C(=O)COC(=O)CNC(=O)C23CC4CC(CC(C4)C2)C3)C1 (stereo unspecified),0%,?,-3%,3%,6%,12,i,3%,0%
COCCn1c(N)c(N(Cc2ccccc2)C(=O)COc2ccccc2F)c(=O)[nH]c1=O,13%,7%,-9%,1%,·,-14,?,0%,-4%
COc1ccc(NC(C)=O)cc1NC(=O)CN1CCN(CC(=O)Nc2ccc(Cl)cc2)CC1,-1%,14%,-2%,4%,-13%,-29,i,-6%,4%
CCOC(=O)c1cccc(NC(=O)CN2C(=O)C3C4C=CC(C4)C3C2=O)c1 (stereo unspecified),8%,23%,14%,-6%,-1%,-95*,i,-2%,-18%
Cc1ccccc1OCC(O)Cn1c(SC(C)C)nc2c1c(=O)[nH]c(=O)n2C (stereo unspecified),-1%,-7%,0%,-1%,-12%,17,i,12%,-30%
CCCCOCCCNC(=O)c1ccccc1OCC,4%,0%,9%,5%[9.24 µM],-13%,14,i,2%,-15%
CC(C)(C)NCCOc1ccc(Br)cc1,10%,9%,-3%[9.22 µM],6%,-5%,18,i,1%,-16%
O=C(NCCc1ccccc1)C1CCCN1S(=O)(=O)c1ccc(Cl)cc1 (stereo unspecified),-8%,1%,-4%,-6%,-13%,-12,i,-5%,5%
COc1ccccc1-c1cccc(-c2nc(C(=O)Nc3nccs3)cc3c2[C@H](CCO)N(C(C)=O)C3)c1,?,3%,·,?,?,?,i,·,·
O=C(NC1(C(F)(F)F)NC(=O)N(CC2CCCCC2)C1=O)c1ccco1 (stereo unspecified),11%,-4%,-6%,-2%,3%,28,i,0%,1%
O=C(COC(=O)c1n[nH]c2ccccc12)NC1CCCCC1,7%,24%,-5%,17%,3%,24,i,1%,4%
O=C(Cc1ccc(Cl)cc1)OCC(=O)N1CCCCCC1,0%,2%,-4%,0%,0%,-6,i,0%,-17%
O=CN1CCN(c2c([N+](=O)[O-])c(=O)oc3ccccc23)CC1,-1%,-3%,-14%,0%,·,12,i,3%,4%
CCN(CC(=O)Nc1cccc(OC)c1)C(=O)C1CCN(C(=O)Nc2ccccc2)CC1,5%,10%,-2%,11%,3%,2,i,5%,-28%
CC(C(=O)NCC1CCCCC1)N1CCN(S(=O)(=O)c2ccccc2F)CC1 (stereo unspecified),0%,0%,-9%,1%,-9%,23,i,-4%,2%
CCOC(=O)c1ccc(NC(=O)CCCc2nc(-c3ccccc3Cl)no2)cc1,·,0%,·,·,-32%,·,i,·,-27%
CC(=O)N1CCC(N(CCN2CCOCC2)C(=S)Nc2ccc(C)cc2)CC1,-2%,-3%,?,1%,12%,28,i,5%,12%
O=C(Cc1ccccc1)NCC(=O)N1CCCC1,13%,10%,0%,16%,2%,0,i,3%,2%
COc1ccc(C(=O)Nc2ccc3c(c2)nc(CCNC(=O)c2ccco2)n3C)cc1,0%,?,-2%,-14%,18%,-9,i,-17%,6%
COc1ccccc1OCC(=O)/C=C1/N(C)c2ccccc2C1(C)C,-19%,-6%,-2%,-27%,-19%,-9,i,17%,-2%
O=C(O)CSc1cccc2cccnc12,5%&7%,6%&8%,?,11%&17%,2%&4%,6&26,i,3%&-1%,-21%&2%
O=C(CSc1nc2c(c(=O)[nH]1)CN(Cc1ccc3c(c1)OCO3)CC2)Nc1ccc(F)cc1,·,?,·,·,-5%,·,?,·,-23%
COc1ccc(CC(=O)N2CCN(C(=O)Cc3ccc(OC)c(OC)c3)CC2)cc1OC,6%,0%,·,3%,·,13,i,·,-16%
COc1ccc(CC(=O)Nc2ccc3c(c2)CCC3)cc1OC,-2%,-10%,-5%,-16%,-20%,-21,?,2%,-29%
COc1ccc(Cc2nnc(N/N=C/c3ccc(O)cc3O)[nH]c2=O)cc1OC,?,?,7%,?,-24%,-53*,i,?,-5%
COc1ccc(N2CCN(C(=O)c3cccc(F)c3)CC2)c([N+](=O)[O-])c1,8%,1%,0%,1%,-4%,-52*,i,9%,-8%
Cc1nc2c(oc3ccccc32)c(=O)o1,8%,7%,2%,2%,70%[activator],26,i,10%,-1%
CC(=O)Nc1ccc(S(=O)(=O)N2CCC(NC(=O)C(Cc3cccn3C)NC(C)=O)CC2)cc1 (stereo unspecified),1%,3%,2%,7%,-3%,9,i,-1%,-12%
CC(=O)Nc1ccc(S(=O)(=O)Nc2nnc(C)s2)cc1,3%,10%,·,0%,·,20,i,·,1%
Cc1cc2c(c(=O)n1CC1CCCO1)C(c1ccco1)C(C#N)=C(N)O2 (stereo unspecified),0%,28%,-16%,4%,3%,-18,?,18%,2%
Cc1nnnn1/C(=C\c1ccccc1)C(=O)OCC(=O)Nc1ccc(Cl)cc1F,?,1%,?,?,?,-111*,?,?,-101%
CC(Oc1ccccc1Cl)C(=O)Nc1ccc(S(=O)(=O)N2CCOCC2)cc1 (stereo unspecified),?,-6%,25%,?,0%,9,i,?,13%
COc1ccc(/C=C2\CCCC(C(=O)C(F)(F)F)=C2O)cc1,-2%,-5%,21%,1%,31%,3,i,20%,-4%
C/C(=C\c1ccccc1)C(=O)Nc1nccs1,0%,0%,12%,1%,21%[11.3 µM],12,i,-12%,1%
O=C(N/N=C1\C(=O)c2cccc3cccc1c23)c1ccc(O)cc1,7%,?,-3%,18%,-21%,-25,?,10%,-14%
O=C(COC(=O)c1ccccc1C(=O)N1CCN(c2ccc(F)cc2)CC1)NCc1ccccc1,2%,4%,1%,-3%,-15%,-12,?,19%,-3%
CCc1ccc(-c2nc(CN3CCC(C(=O)NCc4ccco4)CC3)c(C)o2)cc1,-2%,?,13%,2%,9%,?,i,?,-7%
Cc1cccc2cc3c(nc12)-c1ccccc1C3=O,0%,-8%,3%,5%,50%[activator],24,i,?,-3%
Cn1cc(/C=C/c2cc[n+](C)cc2)c2cc(Cl)ccc21,-15%,0.92µM*,11µM*,?,?,-60*,i,13µM*,-6%
Nc1nc(SCc2ccccc2)c2ncn(Cc3ccccc3)c2n1,-4%,?,-5%,-8%,17%,-64*,?,8%,-34%
CCn1nc(C)c(CCN(C)C(=O)Nc2cc(C)cc(C)c2)c1C,·,7%,·,·,6%,·,i,·,2%
Cn1c(=O)c2c(nc(NCCCO)n2Cc2cccc(Br)c2)n(C)c1=O,1%,-4%,0%,0%,-11%,32,i,3%,-18%

# Complete entries from above:
# O=C(COC(=O)c1ccccc1C(=O)N1CCN(c2ccc(F)cc2)CC1)NCc1ccccc1 is entered as HT1080NT lethal: 2%; KB-3-1 tox: 4%; SW480 rereplic: 1%; HT1080 IDH1KD tx: -3%; ATXN2 expr inh: -15%; IL-1B inflam inh: -12; ATXN viability: ?; MCF10A rereplic: 19%; HepG2 viability: -3%
# Nc1nc(SCc2ccccc2)c2ncn(Cc3ccccc3)c2n1 is entered as HT1080NT lethal: -4%; KB-3-1 tox: ?; SW480 rereplic: -5%; HT1080 IDH1KD tx: -8%; ATXN2 expr inh: 17%; IL-1B inflam inh: -64*; ATXN viability: ?; MCF10A rereplic: 8%; HepG2 viability: -34%
# O=C(N/N=C1\C(=O)c2cccc3cccc1c23)c1ccc(O)cc1 is entered as HT1080NT lethal: 7%; KB-3-1 tox: ?; SW480 rereplic: -3%; HT1080 IDH1KD tx: 18%; ATXN2 expr inh: -21%; IL-1B inflam inh: -25; ATXN viability: ?; MCF10A rereplic: 10%; HepG2 viability: -14%
